Bioassay records (PubChem)
eIF4E 4G PPI – blocks eIF4E binding to eIF4G; 220,000 tested, 0.37% active; TR-FRET eIF4E-eIF4GI(517-606) binding, 2 h; inhibition, % at 21.7 µM;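 active means inhibition above about 30%, limit read from the data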;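 further: 0% = full FRET control wells and 100% = background wells lacking eIF4GI fragment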
TbHK1 inh – T. brucei hexokinase 1 inhibition; recombinant TbHK1, G6PDH-coupled NADH A340; inhibition, % at 10 µM; 220,000 tested, 0.11% active;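 active means inhibition of 50% or more in the single-dose primary screen; inactive means inhibition below 50%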
EP2 modulator – modulates human prostaglandin E2 receptor EP2 signaling; induction, % at 25 µM; EP2-expressing cells, cAMP HTRF FRET, PGE2 co-stimulation; 260,000 tested, 0.83% active;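 active means compounds whose cAMP rise, as percent of the full-agonist control response, exceeds 60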;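 further: rat C6 glioma line stably carrying human EP2 under a CMV promoter; the protocol text gives 20 µM as final concentration; 100% = response of wells given 1 µM PGE2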
L929 necroptosis – L929 zVAD cell death inhibition; L929 zVAD necroptosis rescue, ATP luminescence, 24 h; with zVAD 60 µM; viability rescue, % at 10 µM; 220,000 tested, 0.38% active; AID 1377;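 active means activation, scaled between plate controls, above about 75%, limit read from the data; inactive means activation under that limit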;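 further: 0% = zVAD with DMSO and 100% = DMSO alone without zVAD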
PGE2 EP2 inh – EP2 receptor (human) inhibition | P43116 | C6 glioma cells expressing human EP2, cAMP TR-FRET; cells stimulated with saturating PGE2 | inhibition, % at 25 µM | 260,000 tested, 0.52% active | AID 1422;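 active means percent inhibition above 40 after rounding to a whole number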;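 further: rat C6 glioma host cells with rolipram phosphodiesterase inhibitor present; the protocol text gives 20 µM as final concentration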
Hck Nef HTS – blocks Nef-activated human Hck kinase; 220,000 tested, 0.68% active; Recombinant Hck-YEEI plus Nef, Z-Lyte FRET kinase assay; AID 463187; P08631; inhibition, % at 20 µM;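 active means Hck-Nef kinase inhibition above about 50%, limit read from the data; inactive means inhibition below that limit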;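 further: 0% = DMSO with Hck plus Nef and 100% = Hck alone without Nef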
Target sequence (P08631 whole entry, looked up): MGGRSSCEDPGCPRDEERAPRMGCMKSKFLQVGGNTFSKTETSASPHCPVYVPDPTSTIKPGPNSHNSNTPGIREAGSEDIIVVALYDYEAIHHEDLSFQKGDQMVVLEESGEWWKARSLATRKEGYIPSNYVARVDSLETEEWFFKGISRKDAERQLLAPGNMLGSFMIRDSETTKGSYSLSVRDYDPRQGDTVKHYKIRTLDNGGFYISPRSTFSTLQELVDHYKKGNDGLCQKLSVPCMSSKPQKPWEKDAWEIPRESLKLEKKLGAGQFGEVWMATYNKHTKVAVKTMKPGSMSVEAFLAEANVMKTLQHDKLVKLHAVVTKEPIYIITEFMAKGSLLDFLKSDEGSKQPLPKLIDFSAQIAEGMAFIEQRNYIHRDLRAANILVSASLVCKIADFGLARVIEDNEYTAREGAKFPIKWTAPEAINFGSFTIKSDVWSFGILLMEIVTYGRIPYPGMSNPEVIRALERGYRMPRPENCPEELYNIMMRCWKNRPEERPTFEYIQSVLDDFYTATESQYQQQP
14-3-3 Bad PPI – disrupts binding of bovine 14-3-3 zeta to phospho-Bad peptide | P63103 | TR-FRET 14-3-3zeta/Dy647-pBad peptide displacement, 1 h | inhibition, % at 21.7 µM | 220,000 tested, 0.71% active | AID 781;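 active means inhibition above about 70%, limit read from the data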;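 further: 0% = full 14-3-3 plus peptide FRET controls and 100% = background without 14-3-3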
Rad51 HR inh – blocks human Rad51 in homologous recombination. hRad51 DNA strand exchange, fluorescence dequenching. inhibition, % at 10 µM. 200,000 tested, 0.085% active. AID 1385;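 active means inhibition above 40% at the single screening dose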;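 further: 0% = DMSO control wells and 100% = blanks with heterologous ssDNA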
Target sequence (Q06609 whole entry, looked up): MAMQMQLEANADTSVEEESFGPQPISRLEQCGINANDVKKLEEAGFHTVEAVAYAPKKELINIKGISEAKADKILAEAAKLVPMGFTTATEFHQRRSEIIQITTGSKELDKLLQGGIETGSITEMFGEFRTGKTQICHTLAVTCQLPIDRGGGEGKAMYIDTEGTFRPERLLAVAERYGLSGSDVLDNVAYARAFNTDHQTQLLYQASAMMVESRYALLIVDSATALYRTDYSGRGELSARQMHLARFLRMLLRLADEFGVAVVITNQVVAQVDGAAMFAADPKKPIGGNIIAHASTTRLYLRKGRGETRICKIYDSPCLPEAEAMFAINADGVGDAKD
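Test system: preformed human Rad51 ssDNA filaments; also added: Donor/quencher-labelled 47-bp dsDNA substrate; doses: 10 µM final, single point; times: 37 °C 15-min filament assembly, 30-min compound preincubation, 15-min exchange; detection: FRET fluorescence dequenching, excitation 485 nm, emission 520 nm; read-out basis: Fluorescence-based percent inhibition, control- and blank-normalised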
Calpain2 inh – blocks pig calpain II enzyme activity; purified calpain II, fluorogenic peptide substrate, 30 min; inhibition, % at 16 µM; 220,000 tested, 0.37% active;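 active means inhibition above about 50%, limit read from the data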
* marks the source's active call; other numbers are inactive results; i = inactive; . = not tested or not shown; & = joins results of further samples; [ ] = dose if it differs, or a comment.

Structure	eIF4E 4G PPI	TbHK1 inh	EP2 modulator	L929 necroptosis	PGE2 EP2 inh	Hck Nef HTS	14-3-3 Bad PPI	Rad51 HR inh	Calpain2 inh
CCOP(=O)(OCC)C(O)c1ccc(OC)cc1OC (stereo not drawn)	-9[fluorescence artefact?]	1	15	-0.2	1	2	-2[fluorescence artefact?]	.	3
Cc1oc(-c2ccccc2)nc1CN1C(=O)C(C)N=C(c2ccccc2F)c2cc(Cl)ccc21 (stereo not drawn)	8	-3	54	.	5	-4	7	.	-31
O=c1cc(CN2CC=C(c3ccccc3)CC2)c2c(ccc3ccccc32)o1	-2	2	17	0.5	3	5	-20[fluorescence artefact?]	.	-57
CN(C)C1(c2nnnn2CCOC(=O)Nc2ccc(Cl)cc2)CCCCC1	7	3	-14	1.4	2	5	7	2	23
OC1(c2ccccc2F)CC2CCC(C1)N2CCN1CCOCC1 (stereo not drawn)	-1	10	22	0.1	9	-3	-20	10	8
CCOc1ccc(N=C2SCCCN2C)cc1	-9	5	5	1.0	9	5	25	-4	22
COc1ccc(/C=N/N=C(/N)N[N+](=O)[O-])c(OC)c1	3[fluorescence artefact?]	-69	0	0.1	13	2	-10	-2	-16
CCOC(=O)CNC(=O)CNC(=O)C(Cc1ccc(N(CCCl)CCCl)cc1)NC(C)=O (stereo not drawn)	-2	1	5	5.3	6	40	-3	2	-1
CC(=O)c1ccc(OC(=O)N(C)c2ccccc2)cc1	2	1	-2	0.8	11	2	6	-10	-11
COc1ccc(C(CC(=O)N2CCC3(CC2)OCCO3)NS(=O)(=O)c2ccc(C)cc2)cc1 (stereo not drawn)	2	0	-4	-0.2	9	0	21	-2	2
COc1ccc(OC)c(CN2CCCC(C(=O)c3sccc3C)C2)c1 (stereo not drawn)	-2	4	13	-0.6	9	10	-9	.	-1
O=C(CN1CCN(Cc2ccc(Cl)cc2)C1=O)N1CCC2(CC1)OCCO2	1	-1	1	0.8	10	3	-7	-2	-5
O=C(Cc1ccccc1)N1CCN(C2CCCC2)CC1	-5	2	11	0.3	20	2	44[fluorescence artefact?]	3	9
CC(C)N1C(=O)CCC1C(=O)N1CCC2(CC1)OCCO2 (stereo not drawn)	7	1	18	0.1	0	2	-11[fluorescence artefact?]	-1	-14
Cc1cccc(-n2c(O)c(C=NCCCN3CCOCC3)c(=O)[nH]c2=O)c1C	-5	-5	18	0.0	8	1	9[fluorescence artefact?]	-11	2

The list goes on; the last 2 above are carried over.
Structure	eIF4E 4G PPI	TbHK1 inh	EP2 modulator	L929 necroptosis	PGE2 EP2 inh	Hck Nef HTS	14-3-3 Bad PPI	Rad51 HR inh	Calpain2 inh
CC(C)N1C(=O)CCC1C(=O)N1CCC2(CC1)OCCO2 (stereo not drawn)	7	1	18	0.1	0	2	-11[fluorescence artefact?]	-1	-14
Cc1cccc(-n2c(O)c(C=NCCCN3CCOCC3)c(=O)[nH]c2=O)c1C	-5	-5	18	0.0	8	1	9[fluorescence artefact?]	-11	2
COc1ccc(C2CC(c3c(O)n(CCc4ccccc4)c(=O)[nH]c3=O)=NN2)cc1OC (stereo not drawn)	-6	-8	19	0.4	9	4	-16	.	-15
O=c1c2ccccc2nc(-c2ccc([N+](=O)[O-])cc2)n1-c1ccccc1	3	-10	32	1.5	7	4	5	5	3
COc1ccc2c(c1)c(C(=O)O)c(C)n2C(C)C	6	4	17	-0.8	9	6	-6	.	-14
CCN(c1ccc(C(O)(C(=O)OC)C(F)(F)F)cc1)S(=O)(=O)c1ccccc1 (stereo not drawn)	-3	2	6	0.2	16	-7	-6	-7	-22
C=CCn1c(O)c(C=Nc2c(C)n(C)n(-c3ccccc3)c2=O)c(=O)[nH]c1=O	2	-44	2	0.2	5	16	3	.	-5
CCOP(=O)(OCC)c1ccc(O)cc1	1	-6	19	-0.1	3	5	-2	.	-21
O=C1NC(=O)C2(C(=O)N1)C(c1ccc(F)cc1)NC(=S)NC2c1ccc(F)cc1 (stereo not drawn)	-4	1	9	0.2	8	2	-24[fluorescence artefact?]	-5	-20
CNc1cc(Cl)c2nonc2c1[N+](=O)[O-]	-2	4	-31	-1.3	20	-28	-6	-2	23
Cc1cc(/C=C2\C(=O)NC(=O)N(Cc3ccco3)C2=O)c(C)n1-c1ccc(O)cc1	8	-2	-21	0.7	2	24	3	-17	-84
Cc1csc(=N)n1Cc1ccccc1	-2	9	13	-0.2	10	1	-13	1	6
NS(=O)(=O)c1cccc(N2CCNCC2)c1	1	-3	-10	7.5	1	16	-3	-96	2
CCOC(=O)C1=C(N)Oc2ccccc2C12C(=O)N(CC(=O)OC)C(CC(=O)OC)=C2C(=O)OC (stereo not drawn)	0	-3	19	0.0	6	0	-2	.	24
C=CC1CN2CCC1CC2c1[nH]c2ccccc2c1CCO (stereo not drawn)	4	2	6	0.3	5	0	-15	5	18
O=C(CNC(=O)c1ccc(Cl)cc1)Nc1ccc(Br)cc1C(=O)c1ccccc1	-2	0	34	.	4	-10	2	.	8
Cc1ccccc1-n1c(-c2ccco2)nc2ccccc2c1=O	-4[fluorescence artefact?]	-23	-6	1.8	13	10	2[fluorescence artefact?]	1	23

Entries of single compounds, quoted from the list. Order of screens: eIF4E 4G PPI, TbHK1 inh, EP2 modulator, L929 necroptosis, PGE2 EP2 inh, Hck Nef HTS, 14-3-3 Bad PPI, Rad51 HR inh, Calpain2 inh
Listed for NS(=O)(=O)c1cccc(N2CCNCC2)c1 → 1, -3, -10, 7.5, 1, 16, -3, -96, 2
Listed for COc1ccc(C2CC(c3c(O)n(CCc4ccccc4)c(=O)[nH]c3=O)=NN2)cc1OC (stereo not drawn) → -6, -8, 19, 0.4, 9, 4, -16, ., -15

Other structures follow.
Structure	eIF4E 4G PPI	TbHK1 inh	EP2 modulator	L929 necroptosis	PGE2 EP2 inh	Hck Nef HTS	14-3-3 Bad PPI	Rad51 HR inh	Calpain2 inh
Cc1c(C(=O)N2CCC3(CC2)OCCO3)oc2ccccc12	-16[fluorescence artefact?]	1	-1	-0.7	8	6	0[fluorescence artefact?]	-10	-46
O=C1C2CCCN2C(c2cccs2)N1c1ccccn1 (stereo not drawn)	1	-7	8	2.4	3	0	-8[fluorescence artefact?]	2	19
C=CCNC(=O)c1c(N)n(Cc2ccco2)c2nc3ccccc3nc12	9	-14	44	0.0	10	36	6	-54	i
Cc1ccc(/C=C2\C(=O)NC(=O)N(CCc3ccc(F)cc3)C2=O)s1	0	-13	-49	0.6	10	45	51	-1	19
C=CCn1c(O)c(C(C)=NCCC(c2ccccc2)c2ccccc2)c(=O)[nH]c1=O	5	-3	24	-0.4	3	-1	12	7	31
COc1ccc(C(c2c(O)c3ccccc3oc2=O)c2c(C)n(C)n(-c3ccccc3)c2=O)cc1 (stereo not drawn)	3	-3	-6	.	4	3	-5[fluorescence artefact?]	-1	-9
COC(=O)c1ccc(CN2CCN(Cc3ccccc3)CC2)cc1	12	5	27	-0.1	3	4	76*	-2	23
CC1(C)OC(c2ccccc2)=C/C(=C/C=C2C(=O)NC(=O)NC2=O)O1	0	-8	16	0.2	4	-58	-6	-50	-41
CN1C(=O)N(C)C(=O)C(CCc2ccncc2)(CCc2ccncc2)C1=O	-4	-7	13	9.8	6	22	-6	-1	-36
C=CCn1c(O)c(C(C)=NCc2cc(OC)cc(OC)c2)c(=O)[nH]c1=O	-6	-5	8	6.9	15	-2	6	-1	-24
CCn1c(O)c(C=NCCN2CCOCC2)c(=O)n(CC)c1=S	-6	-52	3	1.8	5	19	7	-23	-1
COc1ccc(CC2C(=O)N(c3ccccc3)C(=O)N(c3ccccc3)C2=O)c(OC)c1	1	-4	-9	-0.3	8	-2	35	6	23
O=C(c1cc2c(s1)CCCC2)N1CCC2(CC1)OCCO2	0	3	3	-0.2	11	0	10	1	-18
CC(=O)N1CCN(CC(=O)Nc2ccc(C#N)c(Cl)c2)CC1	-1	0	-24	-1.5	1	21	0	-4	10
CC(C)n1nnnc1CN1CCN(C)CC1	2	0	17	0.0	11	2	7	-2	-17
O=C(Cc1ccccc1)N1CCN(Cc2c[nH]c3ccccc23)CC1	-3	0	-23	-0.2	7	1	10	-3	4
Fc1ccc(CCNCc2ccccc2Cl)cc1	5	5	-1	1.2	14	9	9	-4	-7
Cc1ccc(CN2C(=O)CN=C(c3ccccc3)c3ccccc32)cc1	4	33	68*	1.3	5	-2	-27	0	0
CCCC/C(=N\O)c1c[nH]c2ccccc12	-6	-3	3	0.2	8	-2	-8	5	-4
Cc1cccc(C2=NCC(=O)N(CC(=O)NCc3ccco3)c3sc4c(c32)CCCC4)c1	8[fluorescence artefact?]	1	-6	-0.1	8	2	-2[fluorescence artefact?]	0	-151
CCOC(=O)c1c(C)n(COCCO)c2ccc(O)cc12	-2	8	-26	-0.5	7	0	5	1	6
Cn1c(O)c(C=Nc2ccccc2-c2ccccc2)c(=O)n(C)c1=O	0	-18	57	-0.5	7	20	-1	9	-182
COc1ccc(CN2C(=O)NC(=O)/C(=C/c3ccc([N+](=O)[O-])s3)C2=O)cc1	20	-15	-41	-0.2	10	12	8	-19	15
O=C1NC(=O)N(C2CCCCC2)C(=O)C1C1c2ccccc2C(=O)N1Cc1ccccc1 (stereo not drawn)	6	4	-4	0.4	10	1	11[fluorescence artefact?]	13	29
CC(C)Oc1ccc(C2(C#N)CC[N+](C)(C)CC2)cc1	-4	17	-7&-1	1.1	8&8	1	-18[fluorescence artefact?]	10	4
COc1cccc(NC(=O)N2CCC3(CC2)OCCO3)c1	2	-4	7	-0.4	9	3	5	4	8
CCOc1ccccc1N1C(=O)NC(=O)/C(=C/c2ccc3c4c(cccc24)CC3)C1=O	10	-9	-10	0.0	13	2	16	-5	-161
Cc1cccc(-n2c(C)nc3ccccc3c2=O)c1C	2	-2	33	1.2	6	18	-3	-1	-12
CC(=O)c1cn(Cc2ccc(C#N)cc2)c2ccccc12	1	0	-25&0	1.4	5&5	28	2	5	-13
COc1ccn(C)c(=O)c1C#N	-2	3	-24	0.1	22	11	2	3	5
CCOC(=O)COc1ccc2c(c1)c(C(C)=O)c(C)n2Cc1ccccc1	2	-5	-17	3.8	10	24	3	1	26
Cc1cccc(-n2c(O)c(C=Nc3ccc(Br)cn3)c(=O)[nH]c2=O)c1	-1	-18	11	-0.4	4	26	0	2	-12
CN1CCN(C(=S)SCC(=O)Nc2ccc(Cl)cc2C(=O)c2ccccc2)CC1	4	-6	0	0.1	1	3	-8[fluorescence artefact?]	.	-12
Cc1cc(C=C2C(=O)NC(=O)NC2=O)c(C)n1-c1cccnc1	-3	-21	-17	0.1	3	32	-2	.	-25
C=CCn1c(O)c(C=NCCCn2ccnc2)c(=O)[nH]c1=O	4	-4	9	2.8	10	11	-2	.	12
Cc1cccc(-n2c(O)c(/C=N/N3CCOCC3)c(=O)[nH]c2=S)c1	3	-50	3	0.8	8	3	-3	2	21
S=P(NC1CCCCC1)(N1CC1)N1CC1	1	-2	-12	0.2	6	-4	2	-5	18
CN(C)S(=O)(=O)c1cc(NC(=O)C[N+]23CCN(CC2)CC3)ccc1Cl	6	16	9	1.9	10	5	-15	-5	-5
CCNC(=S)N(C)CCc1cc2c(c(OC)c1C=C1C(=O)N(C)C(=O)N(C)C1=O)OCO2	-9	-17	3	0.1	3	29	2	-9	3
CCOP(=O)(OCC)C(NC(=O)c1cccc([N+](=O)[O-])c1)C(Cl)(Cl)Cl (stereo not drawn)	1	9	35	-0.2	2	18	-3	1	-3
CCP(=S)(CC)c1ccc(N(C)C)cc1	-3	-3	5	2.1	2	24	-18	1	-45

Only part of the results is shown; the hit share may differ from the screen's.
